From PubChem
KB-V1 MDR tox: qHTS assay for MDR1-selective chemotherapeutics: Primary screen using the drug-selected MDR subline cells KB-V1; KB-V1 MDR cells viability, CellTiter-Glo, 72 h; Potency, µM (top dose mostly 46.1 µM), without a hit: top-dose activity change, negative = cytotoxicity, hits mostly cytotoxic; 400,000 compounds, 3.4% hits; further: potency means the concentration at half of the fitted maximal effect; on the % scale 0 is the no-effect control and ±100 the full control effect; nearly all actives have a fitted effect of over 60% in size
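In this primary screen, KB-V1 cells overexpressing P-gp are incubated with library compounds (lowest to highest concentration) for 72 h at 37 degrees C before a luminescent ATP viability read.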
SW480 rereplic: A quantitative high throughput screen for small molecules that induce DNA re-replication in SW480 colon adenocarcinoma cells; SW480 DNA re-replication, Hoechst DNA content imaging, 48 h; Potency, µM (highest dose often 46.1 µM), for the others: at the highest dose re-replication activation, most hits filed as activators; 340,000 compounds, 1.8% hits; further: potency means the concentration at half of the fitted maximal effect; % of control where 0% means no effect; nearly all actives have a fitted effect of over 55% in size
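Hoechst fluorescence of nuclei (405 nm excitation, 500-530 nm emission) measured by plate-scanning imager after 48 hr compound exposure at 37 C; re-replication scored as increased number of nuclei with elevated intensity.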
HT1080 IDH1KD tx: qHTS for induction of synthetic lethality in tumor cells producing 2HG: qHTS for the HT-1080-IDH1KD cell line | AID 686971, 2013 | 360,000 compounds, 2% hits | HT-1080 IDH1 knockdown viability, ATP luminescence, 48 h | Potency, µM (doses to about 46.1 µM), for inactives: at the highest dose activity, negative = toxicity, actives largely listed as cytotoxic;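 further: potency means the concentration at half of the fitted maximal effect; 0% = DMSO wells and -100% = cell-free medium wells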
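% activity derives from luminescence (CellTiter-Glo), normalised to DMSO and no-cell wells. HT-1080-IDH1KD cells, 750/well, had 48 h compound exposure at 37 °C.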
KB-3-1 cytotox: qHTS assay for MDR1-selective chemotherapeutics: Primary screen using the parental adenocarcinoma cell KB-3-1; Potency, µM (top dose mostly 46.1 µM), for inactives: top-dose activity change, negative = cytotoxic, actives largely listed as cytotoxic; 400,000 compounds, 1.4% hits; AID 1347075, 2019; KB-3-1 viability, CellTiter-Glo ATP luminescence, 72 h; further: potency means the concentration at half of the fitted maximal effect; on the % scale 0 is the no-effect control and ±100 the full control effect; nearly all actives have a fitted effect of over 60% in size
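Screening of KB-3-1 cells (DMEM, 10% FBS, phenol-red free) ran from lowest to highest compound concentration; after 72 h at 37 °C viability was read luminescently and curves fitted.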
GLP1R ag: qHTS of GLP-1 Receptor Agonists; HEK293 GLP-1R CRE-luciferase, luminescence, 4-6 h; cells express a hypersensitive GLP-1R form; 380,000 compounds, 0.007% hits; Potency, µM (highest dose often 45.6 µM), inactives show at the highest dose activation, actives largely listed as activators; further: potency means the concentration at half of the fitted maximal effect; % of control where 0% means no effect
Target sequence (P43220 whole entry, looked up): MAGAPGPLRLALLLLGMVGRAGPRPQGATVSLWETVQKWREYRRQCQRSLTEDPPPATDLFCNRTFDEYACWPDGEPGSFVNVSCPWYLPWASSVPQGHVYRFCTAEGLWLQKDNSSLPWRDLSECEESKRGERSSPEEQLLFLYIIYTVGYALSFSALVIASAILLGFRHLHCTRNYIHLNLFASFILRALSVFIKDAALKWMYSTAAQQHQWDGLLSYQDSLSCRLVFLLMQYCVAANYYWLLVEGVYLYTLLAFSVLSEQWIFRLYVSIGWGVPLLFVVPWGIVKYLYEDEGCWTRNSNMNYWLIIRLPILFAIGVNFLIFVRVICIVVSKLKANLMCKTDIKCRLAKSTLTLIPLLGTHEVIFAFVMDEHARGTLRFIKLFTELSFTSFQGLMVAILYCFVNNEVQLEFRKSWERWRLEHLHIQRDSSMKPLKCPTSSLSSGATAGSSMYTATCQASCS
HT1080-NT tox: qHTS for induction of synthetic lethality in tumor cells producing 2HG: qHTS for the HT-1080-NT fibrosarcoma cell line; HT-1080-NT fibrosarcoma viability, CellTiter-Glo ATP luminescence, 48 h; Potency, µM (titrated, usually from 46.1 µM), inactives show at the top dose activity, negative = less viability, usual class: cytotoxic; 360,000 compounds, 1.6% hits;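 further: NT is the 2HG producing partner of a matched IDH1 knockdown line; potency means the concentration at half of the fitted maximal effect; 0% = DMSO-treated cells and -100% = media-only wells without cells; nearly all actives have a fitted effect of over 55% in size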
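HT-1080-NT; 750 cells/well; 5% FBS RPMI; 48 h compound, 37 degrees C; CellTiter-Glo luminescence; curve fitting and curve-class assignment.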
DRD3 agonist: qHTS of D3 Dopamine Receptor Agonist: qHTS | D(3) dopamine receptor (Homo sapiens), P35462 | D3R DiscoveRx beta-arrestin cells, luminescence, 90 min | max activation, % | 410,000 compounds, 0.58% hits; in the data active means max activation above about 30%; further: 0% is about no effect; mostly tested at two doses, the higher about 12 µM
Target sequence (P35462 whole entry, looked up): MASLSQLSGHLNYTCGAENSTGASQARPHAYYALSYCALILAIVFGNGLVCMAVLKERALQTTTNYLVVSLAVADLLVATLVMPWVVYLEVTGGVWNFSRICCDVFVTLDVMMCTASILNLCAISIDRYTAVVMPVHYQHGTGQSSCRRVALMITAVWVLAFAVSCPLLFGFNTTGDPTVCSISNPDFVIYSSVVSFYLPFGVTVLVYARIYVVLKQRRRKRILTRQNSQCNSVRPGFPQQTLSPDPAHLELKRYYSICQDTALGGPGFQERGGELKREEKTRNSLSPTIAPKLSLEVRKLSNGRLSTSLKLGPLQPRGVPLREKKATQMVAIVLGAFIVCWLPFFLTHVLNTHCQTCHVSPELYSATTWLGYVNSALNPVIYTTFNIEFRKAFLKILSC
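Cells at 1500/well, incubated overnight, then treated with pinned compounds (dopamine as control) for 90 min at 37 degrees C. DiscoveRx reagent added for 30 - 60 minutes at room temperature; luminescence read.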
IL1B secr inh: qHTS for Inhibitors of Inflammasome Signaling: IL-1-beta AlphaLISA Primary Screen; THP-1 LPS/ATP IL-1B secretion, AlphaLISA, 16 h; active compounds read low; activity change, % at 57.5 µM; 360,000 compounds, 4.7% hits; in the data active means activity change below about -50%; inconclusive means mostly about -30% to -49%; further: on the % scale 0 is the no-effect control and ±100 the full control effect
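Secreted IL-1B measured by AlphaLISA bead assay after 16 h compound exposure of THP-1 cells; compounds (final up to 57.5 uM) added 1 h before LPS (250 ng/mL) and ATP (1.25 mM) stimulation; lower signal means less secretion.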
D3 antag: qHTS of D3 Dopamine Receptor Antagonist: qHTS; D(3) dopamine receptor (Homo sapiens), P35462; max response, negative = inhibition, %; 360,000 compounds, 2.5% hits; D3R cells, DiscoveRx beta-arrestin luminescence, antagonist mode; active compounds read low; in the data active means max response below about -50%; inconclusive means no clear call, values can overlap the other calls; further: on the % scale 0 is the no-effect control and ±100 the full control effect; mostly tested at two doses, the higher about 12 µM
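Cells plated overnight at 1500 cells/well, then exposed to library compounds with dopamine controls for 90 minutes at 37 degrees C. DiscoveRx reagent added for 30–60 minutes at room temperature; luminescence read, quantitative HTS format.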
* hit, by the source's call; u = inconclusive; x = not tested or not shown; [ ] = another dose, or the depositor's remark. Unless noted, the call rests on the fitted dose curve; in most records, active means well fitted curve in the direction sought with a large enough effect; inconclusive means small, poorly fitted or top-dose-only effect, or another doubt; inactive means no such curve, though single readings can be large; an effect the other way counts as inactive or inconclusive.

SMILES	KB-V1 MDR tox	SW480 rereplic	HT1080 IDH1KD tx	KB-3-1 cytotox	GLP1R ag	HT1080-NT tox	DRD3 agonist	IL1B secr inh	D3 antag
Cc1ccc(NC(=O)c2c(C)nn(-c3ccccc3)c2Cl)c(C)c1	-17.0%	-6.8%	0.7%	-11.6%	0.3%	-0.8%	4.9	-3.6	60.1
Cc1ccc2oc(=O)c3cnn(CC(=O)NC4CCCCC4C)c3c2c1 (stereo not given)	-15.2%	u	-13.4%	-21.0%	-10.2%	-1.3%	-4.2	-7.8	0.0
CN(C)c1ccc(NC(N)=S)cc1	-1.0%	-0.7%	-0.3%	-7.3%	16.3%	-11.8%	3.2	0.0	-10.3
COC(=O)[C@@H]1C[C@@H]2CC[C@@H](O)C[C@@H]2N1Cc1ccc(Cl)cc1	u	-29.0%[9.22 µM]	14.0%	-0.8%	2.3%	-0.3%	-14.7	24.7	-6.8
Fc1ccc(OCCOCCOc2cccc3[nH]ccc23)cc1	5.4%	-2.7%	12.2%	3.3%	4.7%	19.8%	2.7	-20.5	4.1
CC1Sc2ccc(S(=O)(=O)CCC(=O)NC3CCCCC3C)cc2NC1=O (stereo not given)	u	-5.9%	-7.1%	-5.0%	-2.3%	-3.0%	24.0	37.8	2.7
O=C(NN=Cc1ccc(N2CCOCC2)cc1)c1cc2ccccc2cc1O	10.7%	-21.4%	-1.0%	-7.5%	-0.6%	-5.8%	3.1	-24.0	-3.0
O=C(CSc1nc2ccc([N+](=O)[O-])cc2[nH]1)NC1CCCCC1	0.0%	-4.7%	u	u	1.5%	u	1.6	0.0	-14.2
CCc1cccc(NC(=O)CCc2c(C)nc3c(c2C)c(=O)n(C)c(=O)n3C)c1	-15.1%	x	x	-22.6%	3.6%	x	-3.5	x	x
CCn1cc(/C=C(\NC(=O)c2cc(OC)c(OC)c(OC)c2)C(=O)N2CCN(C)CC2)c2ccccc21	u	1.2%	-14.3%	21.1%	-3.7%	-28.0%	19.0	u	4.8
CNC(=O)/C(C#N)=C/c1c(N2CC(C)OC(C)C2)nc2ccccn2c1=O (stereo not given)	1.5%	u	26.4%	2.7%	2.4%	9.6%	0.2	0.2	-0.7
CCC(=NCc1ccccc1)C1=C(O)C(C(=O)OC)C(C)(C)CC1=O (stereo not given)	0.0%	-0.4%	0.6%	-11.9%	1.3%	-3.0%	-5.6	18.3	0.0
CC(Oc1cccc(Cl)c1)C(=O)Nc1ccc(S(=O)(=O)Nc2ncccn2)cc1 (stereo not given)	15.9%	-7.3%	4.4%	5.0%	-6.3%	-0.2%	8.2	9.3	11.2
O=C(N/N=C/c1ccccc1)c1ccc(CN2C(=O)c3cccc4cccc2c34)cc1	0.0%	u	u	0.0%	0.2%	20.6µM*	-7.6	16.5	-13.4
Cc1nc(NCc2ccc3c(c2)OCO3)c2oc3ccccc3c2n1	-8.3%	-7.9%	-16.6%	3.1%	19.1%	u	8.3	-51.9*	9.8
COc1cc(-c2nnc(COc3ccc4cc(Br)ccc4c3)o2)cc(OC)c1OC	0.0%	-8.7%	0.0%	1.5%	-1.7%	2.4%	5.0	56.7	12.0
CCC(c1nnnn1CC1CCCO1)N(CCN1CCOCC1)Cc1cc2cc(C)ccc2[nH]c1=O (stereo not given)	-18.1%	17.3%	-3.7%	0.4%	-1.7%	-10.0%	-6.9	-18.1	-20.4
CSCCC(NC(=O)c1ccccc1Cl)C(=O)OCC(=O)N1CCCC1=O (stereo not given)	u	-1.6%	16.9%	-0.5%	-1.4%	-1.1%	-2.8	-1.3	6.3
CCC(=O)N1CCN(C(C)=O)C1c1ccccc1 (stereo not given)	26.2%	-5.1%[9.22 µM]	-1.5%	11.4%	3.2%	11.3%	1.5	-0.2	u
COC(=O)c1nccc2c1[nH]c1ccccc12	10.3%	-0.9%	0.2%	1.6%	-5.4%	7.7%	5.5	-17.8	30.5
COc1ccccc1NC(=O)C(C/C=C(/C)Cl)C(C)=O (stereo not given)	-6.1%	-30.4%[inhibitor]	22.3%	1.5%	-0.3%	16.1%	-4.1	-3.0	4.6
CCOC(=O)C1CCN(C(=O)CCc2nc3ccccc3[nH]2)CC1	17.9%	-5.6%	6.8%	-8.0%	-21.2%	8.4%	4.6	-10.1	5.3
COc1cc(C(O)c2nc(-c3cccc4cccnc34)cs2)ccc1F (stereo not given)	-13.8%	x	4.7%	0.0%	22.4%	-2.4%	13.9	0.0	4.5
O=C(O)c1cccc(Sc2cc(Cl)ccc2C(=O)O)c1	9.5%	-17.0%	-0.9%	6.5%	3.3%	-1.6%	-9.6	16.4	-6.1

Some of the entries above, set out differently.
COC(=O)c1nccc2c1[nH]c1ccccc12
  KB-V1 MDR tox: 10.3% | SW480 rereplic: -0.9% | HT1080 IDH1KD tx: 0.2% | KB-3-1 cytotox: 1.6% | GLP1R ag: -5.4% | HT1080-NT tox: 7.7% | DRD3 agonist: 5.5 | IL1B secr inh: -17.8 | D3 antag: 30.5

COc1ccccc1NC(=O)C(C/C=C(/C)Cl)C(C)=O (stereo not given)
  KB-V1 MDR tox: -6.1% | SW480 rereplic: -30.4%[inhibitor] | HT1080 IDH1KD tx: 22.3% | KB-3-1 cytotox: 1.5% | GLP1R ag: -0.3% | HT1080-NT tox: 16.1% | DRD3 agonist: -4.1 | IL1B secr inh: -3.0 | D3 antag: 4.6

CCOC(=O)C1CCN(C(=O)CCc2nc3ccccc3[nH]2)CC1
  KB-V1 MDR tox: 17.9% | SW480 rereplic: -5.6% | HT1080 IDH1KD tx: 6.8% | KB-3-1 cytotox: -8.0% | GLP1R ag: -21.2% | HT1080-NT tox: 8.4% | DRD3 agonist: 4.6 | IL1B secr inh: -10.1 | D3 antag: 5.3

(more compounds)
SMILES	KB-V1 MDR tox	SW480 rereplic	HT1080 IDH1KD tx	KB-3-1 cytotox	GLP1R ag	HT1080-NT tox	DRD3 agonist	IL1B secr inh	D3 antag
O=C(C1CCCN(S(=O)(=O)c2ccccc2[N+](=O)[O-])C1)N1CCN(c2ccccc2)CC1 (stereo not given)	5.8µM*	19.8%	12.4%	-8.5%	2.0%	1.2%	1.9	-16.0	-12.1
Cc1ccc(S(=O)(=O)NCCN(CCNS(=O)(=O)c2ccc(C)cc2)S(C)(=O)=O)cc1	6.1%	-5.0%	1.7%	17.7%	-4.4%	8.4%	-4.4	-8.2	2.2
CCOc1ccc(CN(C)C(C)C(=O)NCc2ccccc2)cc1 (stereo not given)	5.1%	-0.1%	-3.1%	5.6%	16.3%	6.0%	-1.9	10.8	-7.6
O=C(CN1CCOCC1)Nc1cccc(S(=O)(=O)N2CCCCCC2)c1	-29.6%	0.8%	6.9%	-3.7%	4.2%	12.4%	-9.7	-0.7	-10.0
O=S(=O)(c1cccc(S(=O)(=O)N2CCCC2)c1)N1CCCCC1	u	-3.1%	0.0%	10.1%	13.2%	3.8%	20.9	42.0	4.9
COc1cc(C(=O)c2c(C)c(CCC#N)n3ccccc23)cc(OC)c1OC	5.9%	24.6%	-1.2%	1.6%	13.0%	14.7%	17.5	7.4	3.1
Nc1[nH][nH]c(=O)c1N=Nc1ccccc1	u	-3.1%	-15.7%	10.9%	-6.3%	-5.2%	-7.6	-23.9	u
Cc1ccccc1C(=O)NC1CC2CCCC(C1)N2Cc1ccc(Cl)cc1 (stereo not given)	u	-1.9%	-1.3%	u	1.1%	-7.8%	-18.7	u	-96.9*
CCc1nn(C(C)C(=O)N2CCN(Cc3ccccc3)CC2)c(=O)c2cc3occc3n12 (stereo not given)	-14.3%	0.7%	5.0%	-15.7%	15.6%	4.8%	-1.7	-4.1	8.7
COc1cccc(C(=O)C2CCCN(Cc3cccn3-c3ccccn3)C2)c1 (stereo not given)	-11.1%	5.4%	u	-17.6%	0.1%	u	-7.7	u	-20.6
Cc1ccc(C(C)C)c(OCCNCc2ccccc2)c1	-0.2%	0.9%	-0.4%	1.8%	-7.5%	4.8%	2.8	u	-7.8
N#CCOc1ccccc1/C=N/n1nnnc1N	u	-1.4%	1.9%	17.3%	19.3%	2.5%	4.1	13.0	23.5
CSc1nc(-c2ccc(Cl)cc2)nn1C(=O)c1ccccc1	-10.5%	-9.1%	2.5%	1.6%	15.3%	3.4%	2.8	-2.6	1.6
CSc1ccc(C(=S)N2CCN(C)CC2)cc1	5.7%	-1.7%	7.1%	-1.3%	-2.9%	0.0%	-23.4	-7.5	-18.5
CCN(Cc1ccccc1)C(c1cccs1)c1nnnn1C1CCCCC1 (stereo not given)	-1.2%	23.9%	u	6.3%	-0.3%	u	-1.9	-8.1	10.2
CC(C)c1ccc(NC(=O)Nc2nnc([C@H]3C[C@H](O)[C@@H](CO)O3)s2)cc1	2.6%	x	0.1%	0.0%	-0.8%	3.0%	7.0	10.6	13.1
COc1ccc(C(=O)COC(=O)C2CCCN2C(=O)C23CC4CC(CC(C4)C2)C3)cc1 (stereo not given)	0.5%	-2.7%	15.1%	3.2%	4.9%	15.9%	-1.0	1.3	-7.5
Cc1ccc(CNC(=O)c2c(C)cc(=O)oc2C)cc1	11.9%	-14.5%	9.6%	18.7%	5.3%	0.1%	23.0	-3.5	4.6
Cc1cc([N+](=O)[O-])nn1CCCC(=O)NC1CCCCC1	-9.4%	-1.4%	-0.5%	0.5%	-5.4%	-6.8%	-9.8	1.3	-14.9
COc1ccc(-n2c(=O)c3sc4ccccc4c3n(Cc3ccccc3)c2=O)cc1	21.3%	x	x	12.5%	-1.4%	x	6.5	x	x
Nn1c(C2CCC2)nc2ccccc2c1=O	-5.4%	-2.7%	14.6%	-8.0%	11.2%	12.9%	-3.2	-5.8	-4.9
COc1ccc(C2=NS(=O)(=O)N(C)C(C(=O)N3CCOCC3)=C2)cc1	7.6%	-2.0%	-0.2%	9.3%	4.6%	7.8%	-5.4	-3.6	-8.2

Compounds were not picked by outcome. Share with any hit: about 12%.
